Screening results deposited in PubChem by Broad Institute.
XiGFP reactiv = activators of inactive X chromosome reactivation, primary screen, imaging, XiGFP fibroblasts, GFP high-content imaging, set 2; XiGFP mouse fibroblasts, % GFP-positive cells imaging, 3 d; cells co-treated with 5-aza-dC sensitizer; scaled so ellipticine positive control = 100%; activation, % at 7.58 µM; actives 0.055% (n = 360,000); AID 743238, 2013;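 active = mean normalized replicate activation at least 10% and every replicate at or above 10%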;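 note: 0% = median of on-plate neutral control wells and 100% = ellipticine 6 µM median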
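Material: XiGFP fibroblasts, SV40-immortalized. Buffer or medium: DMEM plus 5-aza-dC sensitizer. Compound: single concentration per compound, delivered by pin transfer. Times: 3 days compound exposure. Controls: ellipticine 6 µM.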
RAD52 anneal inh = RAD52 DNA annealing inhibitors, primary screen, biochemical, FRET, single point, set 2 | DNA repair protein RAD52 homolog (Homo sapiens), P43351 | recombinant RAD52 DNA annealing, FRET fluorescence | inhibition, % at 18.7 µM | actives 0.46% (n = 360,000);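 active = every replicate showing at least 50% inhibition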
E-selectin induc = E-selectin induction in HUVECs, primary screen, imaging, HUVEC, immunofluorescence imaging, single point. normalized: neutral wells 0, TNF-alpha wells 100. actives 0.37% (n = 260,000). P16581. activation, % at 7.58 µM;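 active = mean E-selectin-positive cell signal at least 10% of the positive control, reached in at least 60% of replicates, without over 20% cell loss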;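 note: in these data hits start at about 27%; measured in HUVEC primary endothelial cells; signal is the percent of cells scored E-selectin positive by PE staining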
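Assay system: HUVEC primary endothelial cells. Input: 3,000 HUVEC seeded per well. Doses: one compound dose added by pin transfer. Read-out basis: % PE-positive cells. Benchmarks: TNF-alpha high, DMSO low. Detection: immunofluorescence imaging. Buffer or medium: EGM-2, gelatin.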
RAD54 inh = inhibitors of human RAD54 branch migration, primary screen, biochemical, fluorescence, single point; RAD54 Holliday junction branch migration, FAM/BHQ fluorescence; inhibition, % at 10.4 µM; actives 0.14% (n = 360,000); AID 602329, 2012;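 active = mean normalized replicate activity at least 40 and at least half of replicates scoring 40 or more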;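 note: 0% = median of neutral control wells and 100% = median of positive control wells; inhibitors cause a drop in the FAM fluorescence signal; in these data hits start at about 50%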
S100A4 MyoIIA = inhibitors of S100A4-myosin IIA peptide binding, primary screen, biochemical, fluorescence polarization, TAMRA-MyoIIA peptide. actives 0.14% (n = 360,000). inhibition, % at 10.7 µM. Protein S100-A4 (Homo sapiens), P26447;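 active = mean inhibition of at least 70% across replicates, with every replicate also reaching that level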
Target sequence (P26447 whole entry, looked up): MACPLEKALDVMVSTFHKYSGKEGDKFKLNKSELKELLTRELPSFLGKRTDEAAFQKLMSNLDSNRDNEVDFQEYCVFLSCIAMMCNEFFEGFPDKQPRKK
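Material: human S100A4 monomer with TAMRA-labelled myosin IIA peptide; buffer or medium: HEPES pH 7.2 with CaCl2, KCl, NaCl, DTT, Triton; compound dosing: one concentration per compound; schedule: 5 min incubation before reading; benchmarks: neutral control DMSO, positive control TFP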
ERAP1 HTS inh = human ERAP1 aminopeptidase inhibitors, primary screen, biochemical, single point, plate reader; Endoplasmic reticulum aminopeptidase 1 (Homo sapiens), Q9NZ08; recombinant ERAP1, Leu-AMC fluorescence, 60 min; inhibition, % at 10.7 µM; actives 0.15% (n = 340,000); AID 652197, 2013;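 active = mean replicate inhibition of at least 30%, or all replicates individually reaching that 30% level; inactive = mean below 30% and not every replicate reaching it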;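 note: 0% = neutral control wells and 100% = L-leucinethiol positive control wells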
Target sequence (Q9NZ08 whole entry, looked up): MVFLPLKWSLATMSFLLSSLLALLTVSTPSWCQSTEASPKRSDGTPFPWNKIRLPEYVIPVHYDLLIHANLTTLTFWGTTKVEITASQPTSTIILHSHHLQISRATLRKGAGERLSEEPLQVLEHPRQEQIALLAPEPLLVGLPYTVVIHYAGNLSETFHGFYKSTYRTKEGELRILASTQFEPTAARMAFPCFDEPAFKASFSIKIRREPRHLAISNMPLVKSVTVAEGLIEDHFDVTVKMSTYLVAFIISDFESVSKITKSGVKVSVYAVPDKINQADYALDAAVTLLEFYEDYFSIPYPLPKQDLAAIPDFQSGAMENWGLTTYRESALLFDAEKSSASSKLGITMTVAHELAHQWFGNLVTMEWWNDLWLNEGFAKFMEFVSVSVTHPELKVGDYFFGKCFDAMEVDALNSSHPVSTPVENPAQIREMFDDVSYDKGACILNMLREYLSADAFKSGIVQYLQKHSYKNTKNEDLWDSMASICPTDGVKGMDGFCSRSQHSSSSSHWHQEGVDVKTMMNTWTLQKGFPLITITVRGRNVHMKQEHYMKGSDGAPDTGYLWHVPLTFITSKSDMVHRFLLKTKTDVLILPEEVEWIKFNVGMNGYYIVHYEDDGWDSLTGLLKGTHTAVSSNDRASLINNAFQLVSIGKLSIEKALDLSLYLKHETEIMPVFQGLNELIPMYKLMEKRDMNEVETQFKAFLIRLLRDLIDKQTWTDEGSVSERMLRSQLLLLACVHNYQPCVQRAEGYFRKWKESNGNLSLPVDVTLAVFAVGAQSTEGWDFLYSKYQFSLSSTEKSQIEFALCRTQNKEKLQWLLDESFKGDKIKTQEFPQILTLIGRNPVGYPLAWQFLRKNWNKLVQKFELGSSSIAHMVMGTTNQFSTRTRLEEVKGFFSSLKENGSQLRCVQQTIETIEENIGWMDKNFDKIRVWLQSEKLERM
esBAF inh = Bmi1 luciferase reporter increase in mESCs, primary screen, esBAF inhibitor project, mouse ES cells, Bmi1 luciferase knock-in, single point; 24 h; 100% = twice the neutral-well signal; reporter increase, % at 12.5 µM; actives 2% (n = 350,000); AID 602393, 2012; in the data active = activation above about 40%;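 note: 0% = median of the plate's neutral control wells and 100% = double that signal; a rise in the Bmi1 reporter signal indicates esBAF inhibition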
ERp5 block = inhibitors of ERp5-driven insulin aggregation, primary screen, biochemical, turbidity, absorbance 650 nm, single point; Protein disulfide-isomerase A6 (Homo sapiens), Q15084; 90 min; inhibition, % at 9.99 µM; actives 0.05% (n = 350,000); AID 651711, 2012;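 active = mean replicate inhibition above about 25%, with every replicate also reaching it, limit read from the data, passing the limit was not always enough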
* marks the source's active call; other numbers are inactive results; · = not tested or not shown.

canonical_smiles	XiGFP reactiv	RAD52 anneal inh	E-selectin induc	RAD54 inh	S100A4 MyoIIA	ERAP1 HTS inh	esBAF inh	ERp5 block
Cc1c(Br)c([N+](=O)[O-])nn1CC(=O)NC1CCCCCC1	0.1	-9	-0.2	3	-8	-2	-3	6
COc1ccc(-n2cnc(N)c2C(=O)c2cccc([N+](=O)[O-])c2)cc1	0.5	-17	0.1	·	-11	3	·	-9
COc1ccc(S(=O)(=O)N(C)C[C@H]2Oc3ccc(NC(=O)CCN4CCOCC4)cc3CC(=O)N([C@H](C)CO)C[C@H]2C)cc1	-1.1	1	7.6	-9	4	-1	0	-7
COc1ccc(C#Cc2ccc3c(c2)O[C@H](CN(C)C(=O)NC2CCCCC2)[C@H](C)CN([C@H](C)CO)S3(=O)=O)cc1	-0.1	-33	-0.3	0	-2	1	7	1
COc1ccc(NC(=O)CN(Cc2ccco2)Cc2ccco2)cc1S(=O)(=O)N1CCCCC1	0.1	-30	·	·	4	-4	3	-10
CN(C)c1ccc(/C=N/NC(=O)c2ccco2)cc1	0.2	-6	·	-6	-4	9	-5	0
COc1ccc(S(=O)(=O)Nc2ccc3c(c2)OCCO3)cc1OC	0.3	-10	·	4	2	2	3	3
COCCCNCC(O)COc1ccccc1F (configuration not stated)	0.3	-4	-0.2	3	-2	-4	0	3
CN1CCN(NC(=O)c2ccc(Cl)c(S(=O)(=O)Nc3ccc(Cl)cc3)c2)CC1	0.3	10	-1.3	·	7	·	·	-6
CC(C)NC(=O)N1[C@H](CO)[C@H]2c3ccccc3N(C(=O)Nc3cccc(Cl)c3)C[C@H]21	0.2	-12	-0.1	-3	3	-1	0	9
CCCCCCCCN1C(=O)[C@@H](CC(=O)N2CCN(C(=O)c3ccco3)CC2)C[C@@]2(C(=O)OC)C1=C[C@H](C1CCCC1)O[C@@H]2C	0.1	-7	0.0	·	-2	2	·	2
CC(C)NC(=O)Nc1ccc2c(c1)C(=O)N([C@@H](C)CO)C[C@@H](C)[C@@H](CN(C)C(=O)NC(C)C)O2	0.4	10	-0.2	-5	6	-1	1	0
Cc1c(C(=O)OCC(=O)Nc2ccc(N3CCOCC3)cc2)oc2ccccc12	-0.2	0	0.8	2	0	4	4	7
O=C(N/N=C/c1ccncc1)c1ccc(NC(=O)c2cccc(Cl)c2)cc1	0.1	-19	·	·	-2	0	·	3
Nc1ccn([C@@H]2O[C@H](C(=O)NCC(F)(F)F)[C@@H](O)[C@H]2O)c(=O)n1	0.0	-11	3.5	-9	-12	·	-7	-3
C[C@H]1CCCCO[C@H](CN(C)C)[C@@H](C)CN([C@@H](C)CO)C(=O)c2cc(NC(=O)Nc3ccc(F)cc3)ccc2O1	-0.9	30	0.5	1	3	-5	-5	-3
O=C(NCc1nnnn1-c1ccc(F)cc1)C(=O)c1c[nH]c2ccccc12	-0.1	-40	·	-4	-11	3	1	-6
NNC(=O)Nc1cccc(C(F)(F)F)c1	0.0	-16	2.0	4	2	3	-9	1
C[C@H](NC(=O)C1CCN(S(=O)(=O)c2ccccc2)CC1)C(=O)NCc1ccncc1	0.1	-7	0.2	3	5	-3	-5	3
COc1ccc(S(=O)(=O)N2CCC(C(=O)NCc3ccncc3)CC2)cc1C	0.2	-9	0.0	·	-2	0	6	1
Cc1cccc(C)c1NC(=O)NC1(C(=O)NCc2ccncc2)CCCCC1	0.4	-12	0.3	·	-5	0	3	5
C[C@H]1CN([C@@H](C)CO)C(=O)c2cc(NS(=O)(=O)c3ccc(F)cc3)ccc2O[C@@H]1CN(C)CC1CCCCC1	0.0	0	0.1	-1	10	-1	-1	2
Cc1nc2ccc(NC(=O)CCS(=O)(=O)c3ccccc3)cc2s1	0.1	-38	-0.1	·	5	-2	·	4
CC(C)C#Cc1cnc2c(c1)C(=O)N([C@H](C)CO)C[C@H](C)[C@H](CN(C)S(=O)(=O)c1cn(C)cn1)O2	-0.9	-1	1.1	3	-5	0	-1	-4
O=C(/C=C/c1ccco1)Nc1nnc(-c2ccco2)s1	0.0	-24	·	·	-18	5	·	8
Cc1cccc(C(=O)NNC(=O)c2c(-c3ccccc3Cl)noc2C)c1O	0.1	-18	·	-44	-2	0	-6	1
CCn1ccc(C(=O)N2CCN(c3ncccn3)CC2)n1	0.0	-24	0.0	5	-3	-7	-3	3
Nc1ccc(C(=O)Nc2cccc3ncccc23)cc1	0.0	-8	·	-1	1	3	-3	3
CCn1c(SCC(=O)Nc2ccc(OC)c(OC)c2)nnc1-c1c[nH]c2ccccc12	0.2	5	·	-6	19	4	3	-1
CCCN(N=Nc1cccc([N+](=O)[O-])c1)c1cccc([N+](=O)[O-])c1	·	-6	·	-3	-3	11	0	-2
CN(c1ccc(NC(=O)CCc2cn(Cc3ccc(Br)cc3)c3ccccc23)cc1)c1ccccn1	0.2	-48	2.3	·	-7	-1	·	1
O=C(N/C(=C/c1ccccc1F)C(=O)N1CCCCC1)c1ccccc1	0.1	-14	0.1	5	-6	2	6	0
COc1cc(CNc2ncc(-c3ccc(Cl)cc3)n2C)cc(OC)c1OC	0.0	-10	·	5	-3	-2	1	2
COC(=O)c1cc2c(c3c4cc(C)ccc4n(S(=O)(=O)c4cccc(C)c4)c13)C(=O)N(Cc1ccccc1OC)C2	-0.1	-26	-0.3	·	-2	-3	·	-2
CSc1cccc(NC(=O)CCC(=O)O)c1	0.0	-4	·	2	2	1	·	-1
CCn1c(CNC(=O)c2ccc(OC)cc2)nnc1SC	0.1	-14	-0.1	-2	-2	2	2	0
O=S(=O)([N-]c1nc2ccccc2nc1-n1cc[n+](Cc2ccccc2)c1)c1ccccc1	0.0	-29	0.0	8	-10	·	-5	1
C[C@@H]1CN([C@H](C)CO)C(=O)c2cccc(N(C)C)c2O[C@@H]1CN(C)S(=O)(=O)c1ccccc1	-1.3	-9	-2.4	4	1	-2	4	-1
C/C=C/c1ccc([C@@H]2[C@H](CO)N3C(=O)CN(C(=O)Nc4cccc(OC)c4)C[C@@H]23)cc1	0.0	1	0.0	·	-3	0	·	2
COCCCNC(=S)NNC(=O)Cn1nc(C)c(Br)c1C	0.0	-7	-0.1	-10	-4	-2	·	-1
Cc1ccc(C(=O)NCCc2nnc3ccc(SCC(=O)Nc4nnc(C)s4)nn23)cc1	0.0	-12	-0.2	3	10	20	9	-9
CCN(C(=O)COC(=O)c1ccc2[nH]c3c(c2c1)CCCC3)C1CCS(=O)(=O)C1 (configuration not stated)	0.2	-9	·	·	1	-1	·	2
N#C/C(=C\c1cccn1S(=O)(=O)c1cccc([N+](=O)[O-])c1)S(=O)(=O)c1ccc(F)cc1	0.2	-18	·	5	12	-1	2	-8
C#CCOCCOCCOCCNc1nc(N2CCN(C(=O)C(Cc3ccc(O)cc3)n3cc(C(N)CC(C)C)nn3)CC2)nc(N2CCN(C(=O)C(Cc3ccc(O)cc3)n3cc(C(N)C(C)CC)nn3)CC2)n1 (configuration not stated)	0.0	8	0.1	-2	-3	·	2	-4
Cc1ccc2c(C)c(C(=O)Nc3ccc(S(N)(=O)=O)cc3)oc2c1C	0.0	-18	7.0	11	-2	-6	-3	1
O=C(c1cc(COc2ccc3ncccc3c2)on1)N1CCCC1	0.0	4	·	-3	-16	2	0	1
COc1cc(OC)c(NC(=O)C2CCCN2C(=O)OCc2ccccc2)cc1Cl (configuration not stated)	0.1	-10	·	-1	-7	2	-2	-1
O=C(COC(=O)c1nc(Cl)ccc1Cl)Nc1ncc(Cl)cc1Cl	0.1	-18	1.1	-6	4	0	-3	6
CCCC#Cc1cnc2c(c1)C(=O)N([C@@H](C)CO)C[C@@H](C)[C@@H](CN(C)S(=O)(=O)c1ccccc1)O2	0.2	12	0.4	-3	6	5	0	-2
Brc1ccccc1OCCCCn1cnc2ccccc21	-0.1	-9	-2.3	-3	1	2	7	6

One compound at a time, from the list above:
CCN(C(=O)COC(=O)c1ccc2[nH]c3c(c2c1)CCCC3)C1CCS(=O)(=O)C1 (configuration not stated) is listed with XiGFP reactiv: 0.2; RAD52 anneal inh: -9; E-selectin induc: ·; RAD54 inh: ·; S100A4 MyoIIA: 1; ERAP1 HTS inh: -1; esBAF inh: ·; ERp5 block: 2
O=C(N/C(=C/c1ccccc1F)C(=O)N1CCCCC1)c1ccccc1 is listed with XiGFP reactiv: 0.1; RAD52 anneal inh: -14; E-selectin induc: 0.1; RAD54 inh: 5; S100A4 MyoIIA: -6; ERAP1 HTS inh: 2; esBAF inh: 6; ERp5 block: 0

Further entries follow:
canonical_smiles	XiGFP reactiv	RAD52 anneal inh	E-selectin induc	RAD54 inh	S100A4 MyoIIA	ERAP1 HTS inh	esBAF inh	ERp5 block
CCCN(CCC)CCCNC(=S)Nc1ccc2nc(N3CCN(C)CC3)cc(C)c2c1	0.2	75*	-0.1	63*	0	-5	2	-4
CSc1ccc(/C=N/N2CCN(C)CC2)cc1	0.0	-4	0.0	3	2	6	10	2
COc1ccccc1NS(=O)(=O)c1cc(C(=O)Nc2ccc(S(=O)(=O)Nc3onc(C)c3C)cc2)ccc1C	0.1	-11	·	2	5	4	-5	14
NCc1csc(Nc2nncc3ccccc23)n1	0.0	30	0.1	75*	0	2	1	-16
C[C@H]1CCCCO[C@@H](CN(C)C(=O)c2ccncc2)[C@@H](C)CN([C@@H](C)CO)C(=O)c2cc(NC(=O)CCC(F)(F)F)ccc2O1	0.0	·	-0.3	1	·	·	-4	·
O=C(c1cccc(C(F)(F)F)c1)C1CCCN(C(=O)C2CCOCC2)C1 (configuration not stated)	0.2	-8	·	2	2	2	3	-5
N[C@H]1CC[C@H](CCn2cc(C3CC3)nn2)O[C@@H]1CO	0.4	-19	0.1	·	-16	3	·	6
C[C@H]1CN([C@@H](C)CO)C(=O)c2cc(C3=CCCC3)cnc2O[C@H]1CN(C)C(=O)c1cccnc1	0.0	-7	0.1	2	4	0	7	1
C[C@H]1CCCCO[C@H](CN(C)C(=O)Nc2ccc(F)cc2)[C@@H](C)CN([C@@H](C)CO)C(=O)c2cc(NC(=O)Nc3cccc4ccccc34)ccc2O1	-0.1	19	0.2	1	2	1	7	2
CCCNC(=O)N1C[C@H](C)[C@H](OC)CN(C)C(=O)c2cc(NC(=O)CCC)ccc2OC[C@H]1C	0.0	-14	-0.2	-4	-8	0	0	-1
O=c1oc2ccccc2c(O)c1Sc1ccc(Cl)cc1	0.2	-16	·	-7	-2	·	9	-1
Nc1ncnc2c1ncn2C1CCC(CO)C(O)C1 (configuration not stated)	·	0	·	-14	-6	-1	1	2
C[C@@H](c1ccccc1)N1C[C@H](COCc2ccccc2)Oc2cc(N3CCC[C@@H]3CO)ccc2S1(=O)=O	0.1	-90	-0.2	·	-13	-1	·	4
COCCNC(=O)CSc1nnc(-c2ccccc2F)n1Cc1ccccc1	0.2	-14	·	·	4	-2	·	4
